Growth percent in the NCI-60 one-dose screen (48 h, 10 µM unless noted): 100 = growth as untreated, 0 = no growth, -100 = all killed.
UACC-257: UACC-257 melanoma; 78,000 tested, 4.4% active
SK-MEL-2: SK-MEL-2 melanoma; AID 1794763; 77,000 tested, 4.7% active
SK-MEL-5: SK-MEL-5 melanoma | 80,000 tested, 6.4% active | AID 1794755
M14: M14 melanoma; 80,000 tested, 6.2% active
UACC-62: UACC-62 melanoma. 81,000 tested, 5.4% active
MALME-3M: MALME-3M melanoma; 78,000 tested, 5.8% active
MDA-MB-435: MDA-MB-435 melanoma. 82,000 tested, 7.8% active. AID 1794794
SK-MEL-28: SK-MEL-28 melanoma; 81,000 tested, 4.1% active; AID 1794761
* marks the source's active call; other numbers are inactive results; / = no result given; & = joins results of further samples; [ ] = remark or other dose. How the source made its calls: active means growth percent below 10; inactive means the rest. Compounds as they come; any-hit rate near 11%.

no. | structure | UACC-257 | SK-MEL-5 | MALME-3M | SK-MEL-28
1 | COc1cc(C)ccc1Oc1nc(Nc2ccc(N3CCOCC3)cc2)ncc1NCc1ccc(OC(F)(F)F)cc1 | 66 | 101 | 82 | 94
2 | C#CCn1c(-c2nonc2N)nc2ccccc21 | 102 | 100 | 116 | 108
3 | c1cc2c3c(cccc3c1)NC1(CCCC1)N2 | 114 | 109 | / | 124
4 | COc1ccc2c(c1)C(=O)CC(c1ccccc1)O2 (centres undefined) | 95 | 109 | 92 | 111
5 | COc1ccc(NC(=O)/N=c2\oc3c(C)cccc3cc2-c2cc3ccccc3[nH]2)cc1 | 96 | 94 | 80 | 96
6 | CC(=O)c1cccc(N)c1 | 99 | 97 | 97 | 108
7 | C=C(CNCCO)[C@@H]1CC[C@]2(CO)CC[C@]3(C)[C@H](CC[C@@H]4[C@@]5(C)CCC(NCCc6ccc(O)cc6)C(C)(C)[C@@H]5CC[C@]43C)[C@@H]12 (some centres undefined) | -86* | -95* | -87* | -94*
8 | COC(=O)[C@@H](NS(=O)(=O)N(c1ccc(F)cc1)C1CCN(Cc2ccc(F)cc2)CC1)C(C)C | 111 | 102 | 102 | 107
9 | COc1ccc(C(=O)c2cc(OC)c(OC)c(OC)c2)cc1OC(=O)CCl | 49 | -34* | 71 | 61
10 | C/C(CCC(=O)O)=N/Nc1ccc([N+](=O)[O-])cc1 | 90 | 46 | 111 | 104
11 | O=C1CCc2ccccc2C1 | 100 | 87 | 102 | 111
12 | c1ccc(-c2cn3nc(-c4c[nH]c5ccccc45)sc3n2)cc1 | 83 | 74 | 63 | 87

no. | M14 | SK-MEL-2 | MDA-MB-435 | UACC-62
1 | 84 | 66 | 107 | 88
2 | 108 | / | 101 | 104
3 | 107 | 103 | 114 | 97
4 | 107 | 115 | 106 | 105
5 | 90 | 96 | 101 | 85
6 | 107 | 110 | 106 | 96
7 | -92* | -84* | -96* | -82*
8 | 96 | 120 | 120 | 94
9 | 5.6* | 26 | -13* | 45
10 | 24 | 27 | 39 | 23
11 | 99 | 87 | 109 | 104
12 | 71 | 94 | 27 | 71

Of the compounds above, these contain sulfur.
no. | structure | UACC-257 | SK-MEL-5 | MALME-3M | SK-MEL-28
8 | COC(=O)[C@@H](NS(=O)(=O)N(c1ccc(F)cc1)C1CCN(Cc2ccc(F)cc2)CC1)C(C)C | 111 | 102 | 102 | 107
12 | c1ccc(-c2cn3nc(-c4c[nH]c5ccccc45)sc3n2)cc1 | 83 | 74 | 63 | 87

no. | M14 | SK-MEL-2 | MDA-MB-435 | UACC-62
8 | 96 | 120 | 120 | 94
12 | 71 | 94 | 27 | 71

Remaining list, next part
no. | structure | UACC-257 | SK-MEL-5 | MALME-3M | SK-MEL-28
13 | O=S(=O)(NCCNc1cc(-c2c(-c3cccc(O)c3)nc3sccn23)ccn1)c1ccc(C(F)(F)F)cc1 | 52 | -2.6* | 58 | 56
14 | Oc1ccccc1O | 88 | 89 | 138 | 101
15 | COc1cc(C(=O)O)c(O)c(C(C)(C)C)c1 | 98 | 96 | 102 | 109
16 | CCC(C)NCC(O)(c1ccc(Cl)cc1)c1ccc(Cl)cc1 (centres undefined) | 104 | 80 | 95 | 115
17 | CCOC(=O)CC(C#N)C(=O)OCC (centres undefined) | 96 | 106 | 92 | 106
18 | COc1cc(/C=C2\CN(S(=O)(=O)c3ccc(C)cc3)C/C(=C\c3cc(CN4CCCC4)c(O)c(OC)c3)C2=O)cc(CN2CCCC2)c1O | 58 | -17* | -81* | 10
19 | O=c1[nH]c2ccccc2[nH]c1=O | 117&102 | 93&104 | 100&126 | 106&107
20 | CC(=O)/C(=C/c1ccc(Br)cc1)C(=O)c1ccccc1 | 78 | 66 | / | 100
21 | COC(=O)CCc1nc(C(=O)OC)c(CCC(=O)OC)nc1C(=O)OC | 90 | 100 | 97 | 110
22 | Cc1nc(N)sc1C(=O)/C=C/c1cc(Br)cc(Br)c1O | 92 | 103 | 99 | 96
23 | COc1cc(C2N(c3ccc(C)cc3)NC(=O)[C@@H]3CCCN23)cc(OC)c1OC (some centres undefined) | 92 | 99 | 94 | 107
24 | N#Cc1cccc(F)c1 | 110 | 107 | 110 | 117

no. | M14 | SK-MEL-2 | MDA-MB-435 | UACC-62
13 | 37 | 44 | 11 | 40
14 | / | 90 | 110 | 87
15 | 105 | 106 | 104 | 104
16 | 92 | 87 | 101 | 93
17 | 102 | 96 | 101 | 112
18 | -66* | 14 | -77* | 34
19 | 101&99 | 98 | 97&117 | 85&119
20 | 70 | 107 | 66 | /
21 | 101 | 103 | 101 | 97
22 | 85 | 106 | 99 | 106
23 | 52 | 75 | 69 | 31
24 | 102 | 103 | 105 | 102

(continued)
no. | structure | UACC-257 | SK-MEL-5 | MALME-3M | SK-MEL-28
25 | O=C(O)CCC(=O)OCCN(Cc1ccc(Oc2ccc([N+](=O)[O-])cc2)cc1)C(=O)C(Cl)Cl | 105 | 102 | 103 | 103
26 | O=CN1N=C(c2ccc3c(c2)OCO3)CC1c1cccc(Nc2ccnc3cc(C(F)(F)F)ccc23)c1 (centres undefined) | 87 | 51 | 101 | 100
27 | O=[N+]([O-])c1ccc2nc(N/N=C/c3ccc(O)cc3)sc2c1 | 67 | 58 | 65 | 89
28 | CCOC(=O)c1ccccc1Cc1ccc(OC)cc1 | 114 | 108 | 148 | 112
29 | O=[N+]([O-])c1ccc(NCc2ccccc2)nc1 | 93 | 103 | 114 | 103
30 | C=CCn1c(SCC(=O)c2ccccc2)nnc1-c1ccc(Cl)cc1 | 104 | 97 | 80 | 96
31 | O=C1OC(c2ccc(-c3ccccc3)cc2)=C/C1=C/c1cccs1 | 106 | 78 | 98 | 102
32 | CCc1c(C(=O)NCc2ccc(OC)cc2)[nH]c(C)c1C(C)=O | / | 106 | 103 | /
33 | Nc1ccc(C(=O)Nc2ccc3cc(S(=O)(=O)O)ccc3c2)cc1 | 109 | 105 | 123 | 117
34 | N#Cc1ccccc1NC(=O)Nc1ccc(Cl)cc1Cl | 89[100 µM] | 91[100 µM] | 98[100 µM] | 100[100 µM]
35 | COc1cc(/C=C/C(=O)N2c3ccccc3CC2C)c(OC)c2c1OCO2 (centres undefined) | 100 | / | 101 | 91
36 | CC(=O)Nc1ccc(NC(C)=O)c2c1C(=O)c1ccccc1C2=O | 110 | 97 | 86 | 115

no. | M14 | SK-MEL-2 | MDA-MB-435 | UACC-62
25 | 110 | 112 | 106 | 87
26 | 79 | 76 | 41 | 55
27 | 83 | -0.9* | 48 | 82
28 | 100 | 108 | 95 | 77
29 | 101 | 110 | 100 | 86
30 | 92 | / | 103 | 87
31 | 90 | / | 99 | 75
32 | 98 | 106 | 99 | /
33 | 112 | 105 | 110 | 99
34 | 98[100 µM] | 98[100 µM] | 78[100 µM] | 68[100 µM]
35 | 91 | 99 | 86 | 84
36 | 101 | 103 | 107 | 73

(listing goes on)
no. | structure | UACC-257 | SK-MEL-5 | MALME-3M | SK-MEL-28
37 | CC1=NC(=S)NC(c2ccccc2)/C1=C1/CC(c2ccc(Cl)cc2)ON1 (centres undefined) | 109 | 104 | 101 | 109
38 | O=C1/C(=C/c2cc(Br)cc(Br)c2)Cc2c(F)cc(Br)cc21 | 108 | 107 | 97 | 112
39 | CC(COc1ccc(C(C)(C)C)cc1)OC(=O)Cc1ccccc1 (centres undefined) | 75 | 105 | 106 | 103
40 | COc1ccc(C(CC(CCNS(=O)(=O)c2ccc(C)cc2)OC)c2ccc3ccccc3c2)cc1 (centres undefined) | 99 | 86 | 115 | 100
41 | O=C(O)c1cn(C2CC2)c2cc(N3CCN(Cn4nc(-c5cccnc5)n(-c5ccccc5)c4=S)CC3)c(F)cc2c1=O | 96 | 100 | 100 | 110
42 | CCCCCN(CCCCC)C(C)=O | 102 | 90 | 93 | 120
43 | O=C/C=C/c1ccc([N+](=O)[O-])cc1Cl | 92 | 100 | 95 | 102
44 | COc1cc(/C=c2\sc(=C(C#N)C#N)[nH]c2=O)cc(OC)c1OC | 130 | 106 | 109 | 107
45 | COc1cc(-c2cccc(C(=O)/C=C/c3c(Cl)nc4sc(C)nn34)n2)cc(OC)c1OC | 79 | 75 | / | 100
46 | COc1ccc(-c2cc(NC(=O)Nc3nc4c(C)cccc4s3)no2)cc1 | 105 | 100 | 99 | 109
47 | COc1ccc([I+]c2ccccc2)cc1 | 58 | 47 | 47 | 81
48 | O=C1c2ccccc2C(=O)c2c(Nc3ccc(CCO)cc3)ccc(O)c21 | 101 | 87 | 77 | 45

no. | M14 | SK-MEL-2 | MDA-MB-435 | UACC-62
37 | 103 | 117 | 115 | 97
38 | 100 | 87 | 102 | 89
39 | 90 | 90 | 109 | /
40 | 91 | 85 | 100 | 83
41 | 88 | 109 | 108 | 108
42 | 107 | 108 | 110 | 99
43 | 91 | 94 | 96 | 96
44 | 105 | 98 | 110 | 100
45 | 82 | 60 | 63 | /
46 | 102 | 101 | 98 | 95
47 | 67 | 72 | 56 | 104
48 | 80 | 103 | 88 | 75

Carrying on:
no. | structure | UACC-257 | SK-MEL-5 | MALME-3M | SK-MEL-28
49 | CCCCCCNC(=O)N1C(=O)CCC1C(=O)NCc1ccc(Cl)cc1Cl (centres undefined) | / | 90 | 91 | 107
50 | COC(=O)C1=C(C(=O)OC)[C@@H]2CCC[C@H]1[C@H]1[C@@H]2N=NN1c1ccccc1 | / | 104 | 113 | 111
51 | CO[C@@H]1C=C2[C@H]3CC(C)(C)C(=O)C[C@]3(C(=O)O[C@@H]3O[C@H](CO[C@@H]4O[C@H](CO)[C@@H](OC5OC(C)C(O)C(O)C5O)[C@H](O)[C@H]4O)[C@@H](O)[C@H](O)[C@H]3O)CC[C@@]2(C)[C@]2(C)CC[C@H]3C(C)(C)C(=O)CC[C@]3(C)[C@@H]12 (some centres undefined) | 80 | 94 | 59 | 61
52 | Cc1ccc(NCC(=O)O)cc1 | 107 | 106 | 114 | 104
53 | Cn1cc(/C=C(\SS/C(=C/c2cn(C)c3cccc(C(=O)O)c23)C(=O)O)C(=O)O)c2c(C(=O)O)cccc21 | 100 | 100 | 94 | 98
54 | COCC(N)=O | 116 | 102 | / | 121
55 | CCOC(=O)c1ccc(N=Cc2cnc(N)nc2N)cc1 | 93 | 109 | 112 | 100
56 | CC(=O)N1N=C(c2nc3ccccc3[nH]2)CC1c1cc(-c2cc3ccccc3o2)n(-c2ccccc2)n1 (centres undefined) | 99 | 99 | 94 | 99
57 | O=C(OC[C@@]1(O)C(=O)C=C[C@H]2[C@@H]1[C@H]1C=C[C@@H]2C(=O)[C@]1(O)COC(=O)c1ccccc1)c1ccccc1 | 93 | 81 | 105 | 105
58 | CCC1S(=O)(=O)OCCOS1(=O)=O | 109 | 101 | 102 | 109
59 | N=C(N)c1ccncc1 | 74 | 101 | 102 | 112
60 | O=c1[nH]c2ccc(I)cc2c(=O)n1O | 103 | 98 | 95 | 103

no. | M14 | SK-MEL-2 | MDA-MB-435 | UACC-62
49 | 94 | 96 | 97 | 64
50 | 101 | 103 | 109 | 105
51 | 53 | 89 | 67 | 84
52 | 99 | 100 | 106 | 94
53 | 97 | 104 | 100 | 93
54 | 105 | 96 | 105 | 109
55 | 103 | / | 96 | 80
56 | 97 | 101 | 109 | 97
57 | 94 | 107 | 103 | 98
58 | 106 | 124 | 99 | 90
59 | 97 | 91 | 107 | 98
60 | 96 | 112 | 100 | 93

(continued)
no. | structure | UACC-257 | SK-MEL-5 | MALME-3M | SK-MEL-28
61 | CCCCc1ccc(O)c(CN(CC)CC)c1 | 96 | 111 | 118 | /
62 | COc1ccc(-c2nc3ncccn3c2-c2nc3ccc(F)cc3[nH]2)cc1 | 94 | 89 | 102 | 106
63 | N#Cc1cc(-c2nc3ccccc3s2)c(=O)n(NS(=O)(=O)c2ccc(Cl)cc2)c1N | 111 | 99 | 105 | 111
64 | O=[N+]([O-])c1ccccc1NCSc1ccc(Cl)cc1 | 96 | 100 | 88 | 107
65 | COc1ccc(-c2nc(SCCC(C)C)nc(N3CCCCC3)c2C#N)cc1 | 76 | 101 | 105 | 100
66 | c1ccc(-c2cnc(-c3ccccc3)o2)cc1 | 101 | 106&98 | 114&99 | 116&104
67 | CC(COc1ccccc1)OC=O (centres undefined) | 92 | 100 | 109 | 108
68 | CNc1ccn(C2CCCO2)c(=O)n1 (centres undefined) | 98 | 114 | 96 | 123
69 | COc1cc2oc(-c3cccc(NC(=O)[C@@H](NC(=O)[C@@H](N)C(C)C)C(C)C)c3)cc(=O)c2c(OC)c1OC | 117 | 95 | 106 | 114
70 | CN1CCN(c2ccc(Nc3nc(NCCNS(=O)(=O)c4ccc5ccccc5c4)c4sccc4n3)cc2)CC1 | 66 | 86 | 2.4* | 74
71 | c1ccc2c(-c3nonc3-c3c[nH]c4ccccc34)c[nH]c2c1 | 88 | 85 | 86 | 94
72 | CCOc1ccc2nc(NC(=O)CSc3nnc(-c4cccnc4Nc4cc(OC)c(OC)c(OC)c4)n3CC)sc2c1 | 102 | 84 | 106 | 105
73 | CCCC(=O)NC1CCCCC1 | 114 | 108 | 87 | 117
74 | CCCCOC1CCS(=O)(=O)C1 (centres undefined) | 106 | 100 | 92 | 103

no. | M14 | SK-MEL-2 | MDA-MB-435 | UACC-62
61 | 108 | 107 | 113 | 93
62 | 104 | 91 | 91 | 92
63 | 97 | 102 | 101 | 88
64 | 102 | 114 | 94 | 89
65 | 96 | 89 | 101 | 80
66 | 103&101 | 117&97 | 104&109 | 105&103
67 | 101 | 94 | 114 | 94
68 | 103 | 101 | 102 | 97
69 | 133 | 139 | 108 | 97
70 | -83* | 103 | 54 | 67
71 | 69 | 88 | 55 | 59
72 | 97 | 124 | 95 | 87
73 | 105 | / | 92 | 103
74 | 102 | 103 | 108 | 90

Record cards, from the list above. Screens in order: UACC-257 | SK-MEL-5 | MALME-3M | SK-MEL-28 | M14 | SK-MEL-2 | MDA-MB-435 | UACC-62
`COc1cc2oc(-c3cccc(NC(=O)[C@@H](NC(=O)[C@@H](N)C(C)C)C(C)C)c3)cc(=O)c2c(OC)c1OC` across the screens: 117 | 95 | 106 | 114 | 133 | 139 | 108 | 97
`O=[N+]([O-])c1ccccc1NCSc1ccc(Cl)cc1` across the screens: 96 | 100 | 88 | 107 | 102 | 114 | 94 | 89
